SW480 rerep: induces DNA re-replication in SW480 colon adenocarcinoma cells | SW480 DNA re-replication, Hoechst DNA content imaging, 48 h | Potency, µM (doses to about 46.1 µM), for the others: at the highest dose re-replication activation, usual class: activators | 1.8% of 340,000 active; note: potency is the fitted concentration of half-maximal effect; % of control where 0% means no effect; nearly all actives have a fitted effect of over 55% in size
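Per well, 250 cells were exposed to pinned compound for 48 hr. Nuclear DNA was visualised with Hoechst (40 min, 37 C) and total object intensity recorded by fluorescence scanning.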
IL1B secr inh: inflammasome signaling inhibition, IL-1 beta readout; activity change, % at 57.5 µM; AID 743279; THP-1 LPS/ATP IL-1B secretion, AlphaLISA, 16 h; stronger effect = lower value; 4.7% of 360,000 active; in the data active = activity change below about -50%; inconclusive = mostly about -30% to -49%; note: % is set by controls: 0 for no effect and ±100 for the full control effect
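Secreted IL-1B measured by AlphaLISA bead assay after 16 h compound exposure of THP-1 cells; compounds (final up to 57.5 uM) added 1 h before LPS (250 ng/mL) and ATP (1.25 mM) stimulation; lower signal means less secretion.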
HepG2 tox: counter-screen for TGF-b inhibitors: cytotoxicity in HepG2 cells; HepG2 CAGA-GFP viability, ATP luminescence, 18 h; Potency, µM (doses to about 46.1 µM), without a hit: top-dose activity change, negative = cytotoxicity, usual class: cytotoxic; 0.76% of 410,000 active; note: potency is the fitted concentration of half-maximal effect; some results filed as inactive show a strong effect at the top dose
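CellTiter-Glo luminescence gave cytotoxicity after 18 hours at 37 degrees C. The cells were HepG2 CAGA-GFP in 1% FBS DMEM, stimulated with 500 pg/mL TGF-beta after compound addition. %Activity was normalised to no-cell wells (complete cell-killing) and DMSO (no toxicity), and curves were fitted and classified.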
MCF10A rereplic: induces DNA re-replication in MCF 10a normal breast cells. MCF 10A DNA re-replication, Hoechst nuclear intensity, 48 h. Potency, µM (highest dose often 46.1 µM), without a hit: top-dose activity, positive = re-replication, actives largely listed as activators. 2.9% of 350,000 active. AID 624296; note: potency is the fitted concentration of half-maximal effect; % of control where 0% means no effect; nearly all actives have a fitted effect of over 50% in size
S2 tox: reduces viability in counter-screen for ATXN expression inhibitors; S2 cells (HEK-293 line with an ATXN2-luciferase reporter) viability, CellTiter-Fluor protease fluorescence, 24 h; Potency, µM (series often up to 56.7 µM), most hits filed as cytotoxic; 0.49% of 400,000 active; AID 651635; note: potency is the fitted concentration of half-maximal effect; nearly all actives have a fitted effect of over 40% in size
HT1080-NT tox: kills 2HG-producing HT-1080-NT fibrosarcoma cells. 1.6% of 360,000 active. Potency, µM (top dose mostly 46.1 µM), for inactives: top-dose activity, negative = less viability, actives largely listed as cytotoxic. HT-1080-NT fibrosarcoma viability, CellTiter-Glo ATP luminescence, 48 h;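 note: NT is the 2HG producing partner of a matched IDH1 knockdown line; potency is the fitted concentration of half-maximal effect; 0% = DMSO-treated cells and -100% = media-only wells without cells; nearly all actives have a fitted effect of over 55% in size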
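Viability of the 2HG-overproducing fibrosarcoma line after 48 hours of compound exposure at 37 degrees C was determined by luminescence with CellTiter-Glo, and concentration-effect curves were then fitted and categorized.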
HT1080 IDH1KD tx: HT-1080 IDH1 knockdown cell toxicity (counter line) | Potency, µM (top dose mostly 46.1 µM), for inactives: top-dose activity, negative = toxicity, most hits filed as cytotoxic | AID 686971 | HT-1080 IDH1 knockdown viability, ATP luminescence, 48 h | 2% of 360,000 active;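 note: potency is the fitted concentration of half-maximal effect; 0% = DMSO wells and -100% = cell-free medium wells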
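Using the IDH1-knockdown HT-1080 line run in the same batch and compound series as the NT line, viability after 48 h at 37 °C was determined by CellTiter-Glo luminescence and expressed as % activity.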
KB-3-1 cytotox: kills parental KB-3-1 adenocarcinoma cells | 1.4% of 400,000 active | KB-3-1 viability, CellTiter-Glo ATP luminescence, 72 h | Potency, µM (titrated, usually from 46.1 µM), without a hit: at the highest dose activity change, negative = cytotoxic, actives largely listed as cytotoxic; note: potency is the fitted concentration of half-maximal effect; % is set by controls: 0 for no effect and ±100 for the full control effect; nearly all actives have a fitted effect of over 60% in size
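Cytotoxicity measured as CellTiter-Glo luminescence after 72 h at 37 C. Compound titrations were pinned onto drug-naive KB-3-1 parental adenocarcinoma cells grown in DMEM with 10% FBS, and normalized data fitted to concentration-response curves.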
ATXN2 expr inh: ATXN2 expression inhibition; 0.72% of 360,000 active; Potency, µM (highest dose often 57 µM), inactives show at the highest dose activity change, negative = inhibition, most hits filed as inhibitors; HEK-293 ATXN2-luciferase reporter, luminescence, 24 h; AID 1745845; note: potency is the fitted concentration of half-maximal effect; % is set by controls: 0 for no effect and ±100 for the full control effect; nearly all actives have a fitted effect of over 55% in size
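ATXN2-luciferase reporter cells (luciferase flanked by upstream and downstream ATXN2 gene portions) were treated 24 h at 37 °C with compounds at up to 57 uM. SteadyGlo luminescence gave expression; GF-AFC fluorescence gave viability.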
An asterisk follows results filed as active; i = inactive; u = inconclusive; x = no result given; [ ] = another dose, or the depositor's remark. Unless noted, calls come from the whole dose curve; as a rule, active = well fitted curve in the direction sought with a large enough effect; inconclusive = small, poorly fitted or top-dose-only effect, or another doubt; inactive = no such curve, though single readings can be large; an effect the other way counts as inactive or inconclusive.

SMILES	SW480 rerep	IL1B secr inh	HepG2 tox	MCF10A rereplic	S2 tox	HT1080-NT tox	HT1080 IDH1KD tx	KB-3-1 cytotox	ATXN2 expr inh
COc1ccc(/C=N/n2c(N)c(S(=O)(=O)c3cccs3)c3nc4ccccc4nc32)cc1OC	2%	u	1%	u	x	-8%	-8%	2%	x
O=C(/C=C/N1CCOCC1)c1ccc(-c2ccccc2)cc1	15µM*	-1	-10%	9%	i	-5%	7%	4%	-17%
CCn1nnc2cc(C(=O)Nc3ccc(Cl)cc3C)ccc21	x	x	-13%	x	i	x	x	6%	6%
Cn1nc(C(=O)NC(C)(C)C)c2ccccc21	-1%	0	-19%	-25%	i	0%	-3%	14%	-1%
CC1(C)NC(=O)N(CCC(=O)Nc2cc(C(F)(F)F)ccc2Cl)C1=O	-12%	10	-6%	u	i	-5%	-3%	-20%	-4%
CCN1C(=O)C2(C(C(=O)c3ccc(C)o3)=C(O)C(=O)N2CCCN(C)C)c2ccccc21 (stereo unspecified)	-5%	-3	-34%	3%	i	27%	-4%	-2%	18%
CCCCn1c(N)c(N(CCOC)C(=O)c2oc3ccc(OC)cc3c2C)c(=O)[nH]c1=O	-1%	0	-4%	8%	u	7%	9%	4%	5%
O=C(NCC(F)(F)F)c1csc([C@@H]2O[C@H](CO)[C@H](O)[C@H](O)[C@H]2O)n1	x	11	12%	x	i	17%	16%	9%	1%
C/C(=C/C(=O)N1CCN(C)CC1)C(=O)O	3%	12	-51%	-3%	i	11%	18%	8%	-4%
O=c1c(/C=N/O)c(Nc2ccccc2)nc2ccccn12	0%	-17	-28%	u	i	u	u	-7%	u
COCCN(Cc1cn(C)nc1-c1ccc(Oc2ccccc2)cc1)C(C)C	u	13	-24%	12%	i	10%	0%	-17%	-20%
CNC(=O)NC(=O)CSc1nc2cc(C(=O)OC)ccc2c(=O)n1-c1ccccc1	-4%	-2	6%	u	u	0%	2%	23%	-6%
COc1ccc(NS(=O)(=O)c2ccc(C(=O)N3CCCCCC3)cc2)cc1	19%	-52*	6%	u	u	18µM*	-10%	u	u
Cc1ccc2c(c1)c1c(c(=O)n(-c3cccc(Cl)c3)c(=O)n1CC(N)=O)n2C	x	x	-1%	x	i	x	x	0%	16%
Cc1cc(C)nc(SC(C)C(=O)O)n1 (stereo unspecified)	9%	18	-1%	20%	i	1%	-2%	-5%	-13%
COc1cccc(NC(=O)CN(C)C(=O)/C=C/c2ccc3ccccc3n2)c1	-7%	-77*	0%	8%	i	-7%	-11%	2%	4%
Cc1cc(SCC(=O)c2ccccc2)nc(C)n1	0%	0	-15%	1%	i	7%	6%	10%	30%
CCOC(=O)C1CCCN(c2c(NCCN3CCCCC3C)c(=O)c2=O)C1 (stereo unspecified)	-7%	5	-20%	-1%	i	-2%	6%	0%	5%
COc1ccc(CCNC(=O)c2ccc3c(c2)SC2=NS(=O)(=O)CCN23)cc1	-9%	-8	5%	-1%	i	19%	u	-2%	-17%
Cc1[nH]c2ccccc2c1C(=O)CSC(=S)N1CCN(C)CC1	u	-12	17%	3%	i	0%	-3%	-17%	x
CCN(CC)C(=O)[C@H]1C[C@H](CC(=O)NC/C=C(\C)CCC=C(C)C)C(=O)N2CCc3c([nH]c4cc(CCC(=O)N(C)C)ccc34)[C@]12C	-6%[9.22 µM]	u	-23%	u	u	-15%	-27%	u	u
COc1cccc(NC(=O)CCC2CCN(C(=O)Cc3cccc(F)c3)CC2)c1	-3%	2	-5%	15%	i	-11%	-19%	x	-9%
Cn1ncc2c(Nc3cccc(Cl)c3)nc(Nc3cccc(Cl)c3)nc21	u	-81*	22µM*	18µM*	i	15µM*	21µM*	u	u
COC(=O)/C(=C/c1ccc2c(c1)c1ccccc1n2C)NC(=O)c1ccccc1	-3%	-19	4%	u	i	-11%	-18%	22%	-11%
COc1ccc(NC(=O)CSc2nnc(-c3ccncc3)n2C)cc1	-6%	-30	-2%	-32%[inhibitor]	i	26%	21%	13%	7%
(list continues)
SMILES	SW480 rerep	IL1B secr inh	HepG2 tox	MCF10A rereplic	S2 tox	HT1080-NT tox	HT1080 IDH1KD tx	KB-3-1 cytotox	ATXN2 expr inh
CC(=O)Nc1ccc(NC(=O)c2ccc(NS(=O)(=O)c3cccc4cccnc34)cc2)cc1	10%	2	-2%	3%	i	-7%	4%	18%	17%
O=C1c2cccc3c(Nc4ccccc4Cl)c([N+](=O)[O-])cc(c23)C(=O)N1CCO	-11%	-3	-17%	u	i	1%	-17%	11%	-11%
COc1cccc(CNC(=O)CN2C(=O)CSc3ccc(S(=O)(=O)N4CCOCC4)cc32)c1	-6%	-7	-37%	0%	i	6%	15%	8%	-1%
CC(C)Cn1c(N)c(C(=O)COC(=O)c2ccc(O)cc2O)c(=O)n(C)c1=O	u	21	-19%	u	i	-2%	u	-5%	-17%
Nc1ccc(-c2cc3ccccc3oc2=O)cc1	0%	-18	-26%	6%	x	6%	24%	-5%	0.28µM*
CSc1ccccc1NC(=O)CN1CCN(c2ccccn2)CC1	-3%	23	-15%	-20%	i	0%	-11%	2%	-28%
O=C(Nc1ccc(F)c(Cl)c1)Nc1csc2ccccc12	12%	-70*	13µM*	u	i	9.2µM*	6.5µM*	u	-35%
COc1ccc2nc(C(F)(F)Cl)c(C#N)c(N)c2c1	u	-72*	-56%	u	i	-10%	-18%	-23%	x
O=C(CSc1nnc(-c2ccccc2O)o1)Oc1ccc(Br)cc1	-1%	30	-3%	-24%	i	13%	-6%	11%	6%
CCN(CC)c1ccc2cc(C#N)c(=O)oc2c1	1%	11	-5%	9%	x	20%	20%	-1%	-9%[11.3 µM]
Cc1cnc(NC(=O)CSc2nnc(-c3cccs3)n2C)s1	-3%	-4	1%	6%	i	-1%	-5%	15%	-10%
COc1ccc(CCNC(=O)COc2cc(=O)n(C)c3ccccc23)cc1OC	-4%	0	-9%	u	u	11%	-2%	1%	-26%
Cc1ccc2oc(-c3cc(NC(=O)c4ncn[nH]4)ccc3O)nc2c1	5%	24	-17%	-1%	i	1%	11%	u	-5%
O=C(O)c1cccnc1SCc1cn2cc(Cl)ccc2n1	-15%	24	4%	u	i	8%	0%	5%	-8%
CCOC(=O)N1CCC(NC(=O)c2ccc3c(=O)n4c(nc3c2)CCCC4)CC1	0%	12	1%	-2%	i	18%	7%	16%	-11%
COc1cc(OC)cc(-c2nc3nc(C)c(CCC(=O)Nc4ccc(C)cc4C)c(C)n3n2)c1	x	x	3%	x	i	x	x	0%	-5%
CCN(CC)c1ncc(C#N)c(N)n1	3%	16	14%	-2%	i	10%	4%	-4%	-2%
O=C(Nc1nnc(-c2ccccc2F)s1)C1CCN(S(=O)(=O)c2ccc(Cl)cc2)CC1	-3%	8	-18%	5%	i	1%	0%	3%	1%
NC(=O)C1=C[C@@H](c2ccc(C(F)(F)F)cc2)C[C@@H](OCCCCO)O1	-18%	13	-5%	-7%	i	13%	4%	0%	-5%
Cn1cc(Br)c(C(=O)NNC(=O)c2ccc(Br)cc2)n1	1%	18	-2%	0%	i	13%	27%	3%	36%[activator]
NC(=O)c1c(NC(NC(=O)c2ccco2)C(=O)c2ccc(Cl)cc2)sc2c1CCCC2 (stereo unspecified)	-2%	u	-41%	0%	i	-10%	u	0%	4%
CCOC(=O)C1=C(C)NC2=C(C(=O)CC(c3cccs3)C2)C1c1cccs1 (stereo unspecified)	u	u	-12%	20µM*	u	u	15µM*	5.8µM*	-20%
Cc1ccc(-n2c(=O)c3sccc3n(CC(=O)N3CCCC3)c2=O)cc1	-5%	6	-2%	-12%	i	3%	-4%	0%	2%
COCCCNC(=S)Nc1ccc(C)cc1	-6%	-26	-14%	-1%	i	0%	-6%	4%	x
Cn1ncc([N+](=O)[O-])c1C(=O)Nc1cc(Cl)ccc1Cl	x	-6	-1%	x	i	0%	-3%	16%	x
Additional results follow.
SMILES	SW480 rerep	IL1B secr inh	HepG2 tox	MCF10A rereplic	S2 tox	HT1080-NT tox	HT1080 IDH1KD tx	KB-3-1 cytotox	ATXN2 expr inh
COc1ccc(CCNC(=O)NCc2noc3ccc(C)cc23)c(OC)c1	x	x	-13%	x	i	x	x	0%	5%
N#CCCN(C(=O)COC(=O)C1CCN(S(=O)(=O)c2ccccc2C(F)(F)F)CC1)c1ccccc1	-9%	-5	10%	8%	i	5%	10%	12%	3%
Cc1c(O)nc(SC2CC(=O)N(c3ccccc3)C2=O)[nH]c1=O (stereo unspecified)	2%	38	-4%	2%	u	23%	13%	13%	1%
CC(=O)Nc1nonc1-c1ccccc1	-2%	7	6%	0%	i	-4%	0%	-1%	5%
Cc1cc(C)nc(NS(=O)(=O)c2ccc(NC(=O)c3ccc4c(c3)OCO4)cc2)n1	u	31	0%	0%	i	-6%	-9%	-2%	-23%
O=C(Nc1cc(Cl)cc(Cl)c1)c1cnn2cccnc12	-15%	-12	-8%	-2%	i	20%	9%	-10%	3%
FC(F)(F)c1cccc(-c2nn[nH]n2)c1	0%	16	4%	-4%	i	1%	-4%	-2%	4%
CCOc1ccc(CC(=O)N2CCN=C2SC)cc1	-4%	-4	-14%	0%	i	2%	0%	u	1%
CCC(C(=O)OCC(=O)N1CCN(S(=O)(=O)c2ccc(C)cc2C)CC1)c1ccccc1 (stereo unspecified)	-8%	-6	-6%	-2%	u	2%	10%	1%	4%
O=C(O)c1cc(Nc2cc(Cl)c3nonc3c2[N+](=O)[O-])ccc1O	-6%	-11	-12%	-5%	11µM*	3%	-3%	-1%	x

Outcome played no part in choosing rows; about 8.9% have a hit in one of these screens.
